NCI-60 one-dose screen, 48 h, at 10 µM unless noted. Numbers give growth in % (100 = growth as untreated, 0 = no growth, -100 = all killed).
SN12C – SN12C renal cancer cells; AID 1794767; 81,000 tested, 3.8% active
786-0 – 786-0 renal cancer cells; 81,000 tested, 5.1% active; AID 1794775
ACHN – ACHN renal cancer; 81,000 tested, 4.9% active
UO-31 – UO-31 renal cancer; 81,000 tested, 5.2% active
DU-145 – DU-145 prostate cancer | 81,000 tested, 4.2% active | AID 1794760
A498 – A498 renal cancer cells; 76,000 tested, 5.4% active
TK-10 – TK-10 renal cancer cells; 81,000 tested, 3.9% active
RXF 393 – RXF 393 renal cancer cells. AID 1794773. 77,000 tested, 6.9% active
CAKI-1 – CAKI-1 renal cancer; 75,000 tested, 4.7% active
Starred values were filed as active, the others as inactive; nt = no result given; & = joins results of further samples; [ ] = remark or other dose. How the source made its calls: active means growth percent below 10; inactive means the rest.

smiles	SN12C	786-0	ACHN	UO-31	DU-145	A498	TK-10	RXF 393	CAKI-1
COc1cc(-c2nc3occn3c2-c2ccnc(NCCNS(=O)(=O)c3ccc(Cl)cc3)n2)ccc1F	71	85	78	36	90	62	89	nt	61
CCN(CC)CCCC(C)Nc1ccnc2c(Cl)cc(Cl)cc12 (stereo not given)	90	83	100	83	104	93	90	107	92
CC(C)(C)NC(=O)Cc1ccccc1	102&105	98&108	110&109	84&96	121&108	94&106	101&112	120&112	94&101
COc1ccc(S(=O)(=O)n2cc(C=O)c3ccccc32)c(OC)c1	85	94	86	52	103	92	106	95	53
O=C(COc1cccc2cccnc12)Nc1ccc(C(=O)/C=C/c2ccccc2)cc1	96	101	104	84	102	nt	109	124	88
N#Cc1c(N)nc(-c2ncccn2)nc1-c1cccc(C(F)(F)F)c1F	98	92	103	83	101	81	116	116	nt
O=C(OCC1OC(n2cnc3c(=S)nc[nH]c32)C(OC(=O)c2ccc([N+](=O)[O-])cc2)C1OC(=O)c1ccc([N+](=O)[O-])cc1)c1ccc([N+](=O)[O-])cc1 (stereo not given)	108	102	99	85	119	nt	111	108	nt
Nc1cc(Cl)ccc1N1C(=O)CCC1=O	98	100	99	86	106	123	115	nt	62
Cc1ccc2oc(=O)c(/C=C(\O)c3ccc(Cl)cc3)nc2c1	94	118	104	94	112	nt	132	111	106
O=C(NC1=Nc2ccccc2C(=O)NN1)c1cc2ccccc2[nH]1	99	107	95	69	103	100	nt	116	85

Structures shown so far with a halogen (5):
smiles	SN12C	786-0	ACHN	UO-31	DU-145	A498	TK-10	RXF 393	CAKI-1
COc1cc(-c2nc3occn3c2-c2ccnc(NCCNS(=O)(=O)c3ccc(Cl)cc3)n2)ccc1F	71	85	78	36	90	62	89	nt	61
CCN(CC)CCCC(C)Nc1ccnc2c(Cl)cc(Cl)cc12 (stereo not given)	90	83	100	83	104	93	90	107	92
N#Cc1c(N)nc(-c2ncccn2)nc1-c1cccc(C(F)(F)F)c1F	98	92	103	83	101	81	116	116	nt
Nc1cc(Cl)ccc1N1C(=O)CCC1=O	98	100	99	86	106	123	115	nt	62
Cc1ccc2oc(=O)c(/C=C(\O)c3ccc(Cl)cc3)nc2c1	94	118	104	94	112	nt	132	111	106

(next part)
smiles	SN12C	786-0	ACHN	UO-31	DU-145	A498	TK-10	RXF 393	CAKI-1
COc1ccc2oc(=O)cc(COc3ccc(OCc4ccccc4)cc3)c2c1	102	101	105	88	106	86	91	103	101
Clc1ccc(-c2conc2-n2nc(-c3ccccc3)nc2-c2ccccc2)cc1	100	105	103	83	122	107	119	103	84
Cc1cc(=O)[nH]c(N/N=C/c2ccc(N(C)C)cc2)n1	112	96	114	109	110	nt	127	97	96
Cc1cc(Cl)c2c(c1C)C(=O)N(c1ccccc1)C2C(=O)Nc1ccccc1 (stereo not given)	101	95	96	86	110	105	98	108	98
CCc1c(C)cc(C#N)c(=N)n1C(C)(C)C	115	103	113	102	176	126	150	167	nt
CCOC(=O)CCN(CCC(=O)OCC)C(C)C	108	101	102	92	109	109	94	103	98
Cc1ccc2nc(NC(=O)CSc3nc(-c4ccccc4)c(C#N)c(=O)n3C)sc2c1	102	104	96	64	108	103	169	102	77
CCOC(=O)CC(=O)c1ccc(C(=O)CC(=O)OCC)cc1	93	100	107	94	105	nt	109	111	89
O=Cc1cn(-c2nc(N3CCCCC3)nc(N3CCOCC3)n2)c2ccccc12	94	76	88	61	80	23	69	40	nt
C=C1C(=O)O[C@H]2[C@H]1CC/C(Cn1cc(CNC(=O)c3cc4ccccc4[nH]3)nn1)=C\CC[C@@]1(C)O[C@@H]21	59	66	56	73	52	106	53	24	81
C/C(O)=C(\N=Nc1ccccc1)C(N)=O	112	85	133	111	nt	75	103	100	97
O=c1[nH]c2ccccc2c2ccc(Cl)cc12	87	100	99	65	89	89	110	96	73
c1ccc(N2CCN(c3nc(-c4cccnc4)nc4sc5c(c34)CCCCCC5)CC2)cc1	96	100	98	98	113	94	105	97	91
CCCN(CCC)CC(O)COc1ccccc1C(=O)Nc1ccccc1 (stereo not given)	82	88	77	78	97	54	111	52	57
COC(=O)/C=C1\S/C(=N\Nc2ccc([N+](=O)[O-])cc2[N+](=O)[O-])N(Cc2ccccc2)C1=O	96	101	103	78	106	93	109	112	93
CC1=CSC2=NC(c3ccc(Cl)cc3)=CC(c3ccc(Cl)cc3)N12 (stereo not given)	105	102	105	92	106	107	106	107	102
COC(=O)c1ccc(NC2=CC(=O)C(C)=C(C)C2=O)cc1	95	98	105	97	112	80	117	104	94
O=S(=O)(O)c1cccc2cc(Nc3ccccc3)cc(Nc3ccccc3)c12	92	97	86	81	111	95	154	140	96
CCC(C)/C(=C\C#N)NCCCN/C(=C/C#N)C(C)CC (stereo not given)	100	98	97	82	122	124	119	115	96
CCOC(=O)c1sc(NC(=O)c2cc(OC)c(OC)c(OC)c2)nc1C	93	114	105	76	110	89	nt	119	116
COc1ccc(C2C(C(=O)Nc3ccc(F)cc3)=C(C)NC3=C2C(=O)CC(C)(C)C3)cc1 (stereo not given)	95	99	101	68	112	74	109	96	83
C=NC(C(=O)NC1C(=O)N2C1SC(C)(C)C2C(=O)O)c1ccccc1 (stereo not given)	107	94	101	84	122	98	110	nt	96
O=C1c2ccccc2C23C(=C(Br)c4cc(Br)ccc42)CCCN13 (stereo not given)	89	80	87	73	97	86	110	nt	64
O=C(CSc1nc(-c2ccccc2)[nH]c1S(=O)(=O)c1ccccc1)NC1CC1	96	94	104	89	112	73	87	4.4*	99
CCc1ccccc1O	101	110	104	84	104	110	105	116	96
Cc1ccc(-c2csc(=N)n2CC(=O)N2CCOCC2)cc1	100	98	97	95	108	95	126	95	89
CCSC1OC(COC(C)=O)C(OC(C)=O)C(OC(C)=O)C1OC(C)=O (stereo not given)	108	102	107	88	106	nt	96	114	nt
O=S(=O)(Nc1ccsc1-c1nc(-c2ccccc2)no1)c1cc(Cl)cc(Cl)c1	91	99	98	83	101	91	102	101	87
Cc1ccc(S(=O)(=O)Nc2ccc(C(=O)/C=C/c3cccc(C)c3)cc2)cc1	94	98	99	85	100	99	110	100	76
CCCCNc1nnc(-c2ccc(-n3nc(-c4ccc(OC)cc4)cc3-c3ccc(OC)cc3)cc2)s1	84	90	90	76	102	62	nt	75	68
O=C(CCc1nnc2sc(C(c3ccccc3)c3ccccc3)nn12)c1nc2ccccc2[nH]1	74	81	65	55	nt	104	107	85	46
COc1cc(NS(=O)(=O)c2ccccc2)ccc1C	103	102	94	69	117	95	109	120	96
COc1cccc(NC(=O)c2sc3nc4c(cc3c2N)CCCC4)c1C	100	102	nt	97	108	84	103	101	nt
CC(C)CCN(CCCNc1c2c(nc3cc(Cl)ccc13)CCCC2)CCC(C)C	72	80	92	27	72	59	78	60	56
COc1ccc(Nc2csc(-c3ccccn3)n2)cc1	96	98	102	76	104	nt	98	105	93
COc1cc(Cc2cc(-c3ccccc3)n[nH]c2=O)cc(OC)c1OC	73	74	86	58	84	69	76	60	65
C=CCn1c(SCC(=O)Nc2ccc(C(=O)/C=C/c3ccc(OC)cc3)cc2)nnc1-c1ccccc1	89	73	93	69	94	97	98	115	93
CCN(CC)CCNc1ccccc1Cl	95	108	93	85	109	157	102	108	95
Nc1c(C(=O)Nc2cccc3ccccc23)sc2nc3c(cc12)CCCCCC3	46	26	57	55	15	-4.7*	55	22	nt
O=C1/C(=C\c2cn(-c3ccccc3)nc2-c2cccc([N+](=O)[O-])c2)CCc2ccccc21	93	96	94	62	107	80	119	103	67
O=C1/C(=C/c2cccc(OCc3ccccc3)c2)Oc2cc(OCCN3CCCCC3)ccc21	82	68	98	65	88	82	118	69	84
O=C(/C=C(/C=C/c1ccc(F)c(F)c1F)OB(F)F)/C=C/c1ccc(F)c(F)c1F	96	98	104	96	107	nt	112	92	99
CCCC#CCN(CC)CC	96	100	106	84	123	105	99	112	88
CN(C)c1ccc(CC(N)C(=O)O)cc1 (stereo not given)	97	101	nt	95	107	88	96	105	nt
CC(=O)Nc1c(C)nc[nH]c1=O	103	103	100	86	105	92	133	108	93
C/C(=N\Nc1ccc([N+](=O)[O-])cc1[N+](=O)[O-])c1ccc(Cc2ccccc2)cc1	97	100	nt	80	105	107	97	102	nt
C=C(C)[C@@H]1CC[C@]2(C)[C@H](CC[C@@H]3[C@@H]([C@@](C)(O)CCC=C(C)C)CC[C@]32C)[C@@]1(C)CCC(=O)O	-64*[100 µM]	1.1*[100 µM]	6.7*[100 µM]	-93*[100 µM]	7.9*[100 µM]	-20*[100 µM]	18[100 µM]	-69*[100 µM]	2.1*[100 µM]
Cn1c(=O)c2c(nc(N3CCOCC3)n2C)n(C)c1=O	100	100	98	80	113	99	114	nt	nt
CCN1C/C(=C\c2ccc3c(c2)OCO3)c2nc3nc(SC)[nH]c(=O)c3c(-c3ccc4c(c3)OCO4)c2C1	99	118	105	83	120	92	nt	101	105
CC(C)(C)c1cc(-n2c(-c3ccc(Cl)cc3)nc3cc(C(=O)N4CCOCC4)ccc32)n[nH]1	103	98	106	77	106	107	111	122	90

Continued:
smiles	SN12C	786-0	ACHN	UO-31	DU-145	A498	TK-10	RXF 393	CAKI-1
c1cc(-c2nc3ccc4[nH]ncc4c3c3c2CCCC3)[nH]n1	75	65	33	51	63	16	36	38	28
O=C(CSc1nc2ccccc2c(=O)n1-c1ccccc1)c1cc2cc(Cl)cc(Cl)c2oc1=O	92	103	98	86	106	95	116	104	96
O=c1[nH]c(Nc2ccc(Cl)cc2)nc2[nH]ncc12	102	90	97	80	111	112	127	97	88
COC(=O)c1nc(-c2ccccc2)oc1S(=O)(=O)Cc1ccccc1	93	71	-35*	73	109	98	5.4*	97	8.1*
Cc1nssc1=S	118	95	109	88	113	147	96	113	nt
COc1cc(/C=C/C(=O)c2ccc(NC(=O)CSc3nnc(-c4ccc(Cl)cc4)o3)cc2)cc(OC)c1OC	97	101	nt	88	98	109	111	120	nt
Cc1ccc(NC(=O)c2sc3nc(C)c(Br)c(C)c3c2N)cc1C	96	95	93	77	84	115	121	97	89
COc1nc(N)ncc1-c1ccc2ncnc(N3CCc4cc(F)c(Cl)cc43)c2c1	-41*	-75*	-85*	-32*	31	-16*	-50*	-46*	4.2*
CCCCCCCCC(=O)N1CCCCC1	106	97	106	97	99	109	91	99	97
CCCCCCCCCNCCCCCCCCC	60	67	81	36	76	89	70	50	42
CCOc1ccc2cc(-c3nn(CC4CCN(C)CC4)c4ncnc(N)c34)ccc2n1	86	69&88	73&103	47&71	81&100	50&82	79&73	47&77	97&93
O=[N+]([O-])c1ccccc1NCCO	101	104	104	84	106	88	118	113	92
C=CCN1C(=O)c2cccc3c(C#CCN4C(=O)c5cccc6cccc(c56)C4=O)ccc(c23)C1=O	91	104	95	76	107	112	128	106	79
CC1=NC(c2ccccc2)C2=C(N1)/C(=C/c1ccccc1)CCC2 (stereo not given)	101	97	107	78	115	103	133	105	101
COC1=C[C@]23CCC(=O)N2CCc2cc4c(cc2[C@@H]3[C@@H]1OC(=O)CCCC(C)C)OCO4	104	80	32	36	84	25	66	nt	48
COc1ccc(C2=NN(C(N)=S)C(c3ccc4c(c3)OCO4)C2)cc1 (stereo not given)	31	31	22	-7.1*	-4.0*	49	50	48	6.3*
N#Cc1cnn2c1NC(=O)CC2C(=O)O (stereo not given)	93	103	100	97	101	88	100	110	97
CCN(CC)c1ccc(C=O)c(OCc2cn(CC(=O)Nc3c(Cl)cc(Cl)cc3Cl)nn2)c1	110	106	106	90	112	122	172	107	106
C/C(=N\Nc1ncc(-c2ccccc2)s1)c1cc2ccccc2o1	96	100	65	66	105	112	130	113	76
CC(C)(C)CC(C)(C)c1ccc(OCCOCCSC(=N)N)cc1	55	-36*	33	53	54	75	78	-36*	65

Individual results from the results shown:
Under DU-145, Cc1ccc2oc(=O)c(/C=C(\O)c3ccc(Cl)cc3)nc2c1 is listed with 112
Under CAKI-1, COC1=C[C@]23CCC(=O)N2CCc2cc4c(cc2[C@@H]3[C@@H]1OC(=O)CCCC(C)C)OCO4 is listed with 48

(more compounds)
smiles	SN12C	786-0	ACHN	UO-31	DU-145	A498	TK-10	RXF 393	CAKI-1
COC(=O)COC(=O)c1cc([N+](=O)[O-])cc([N+](=O)[O-])c1	113	105	107	100	111	78	nt	104	99
CS(=O)(=O)Nc1cc(-c2ccc3ncnc(Nc4ccc5c(cnn5Cc5ccncc5)c4)c3c2)cnc1Cl	55	66	90	58	79	2.8*	39	21	41
Cc1ccc(NC2C(=O)NC(=O)NC2=O)cc1	99&106	106&116	95&100	75&68	113&111	102&85	119&109	217&123	91&92
CC(=O)N1C2=CCCC3CCCCC23c2ccccc21 (stereo not given)	92	92	96	71	98	88	96	106	83
O=c1[nH]n(-c2ccccc2)c2ccccc12	96	99	109	90	109	95	nt	107	104
Nc1ccc(S(=O)(=O)Nc2cccc(N)c2)cc1	99	110	110	90	120	87	100	120	92
O=[N+]([O-])c1ccc(/C=N/N2CCOCC2)s1	101	107	108	96	113	nt	100	105	99
c1cc(C2CO2)ccc1Oc1ccc(C2CO2)cc1 (stereo not given)	103	101	93	78	101	106	109	95	103
COc1cc(OC)c2c(=O)c(O)c(-c3ccccc3)oc2c1	73	71	68	54	71	70	97	68	nt
N#C/C(=C\c1cccc2c1OCO2)C(=O)Nc1sc2c(c1C#N)CCCC2	98	100	109	83	111	99	120	123	86
Fc1ccc2nc(-c3c(-c4cccc5ccccc45)nc4sccn34)[nH]c2c1	97	104	92	69	101	84	96	74	91
C=CCc1cc(C(C)=O)cc(OC)c1O	105	104	121	nt	105	100	102	96	98
CCOC(=O)C1=NC(Cc2ccccc2)C(=O)N(c2ccc(Cl)cc2)N1 (stereo not given)	101	94	100	91	112	nt	97	122	93
